PAFAH2 FP inh: inhibitors of human PAFAH2. Q99487. recombinant PAFAH2, FP-rhodamine activity probe, fluorescence polarization. inhibition, % at 3.39 µM. 340,000 compounds, 0.99% hits. AID 492956;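 active means inhibition above the mean over all tested compounds plus 3 SD, cut at about 30% in these data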;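 further: inhibitors block probe labeling of enzyme so polarization drops; 0% = enzyme with DMSO and 100% = wells lacking PAFAH2 protein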
PAFAH1B2 FP inh: blocks human PAF acetylhydrolase 1b catalytic subunit 2; P68402; recombinant PAFAH1B2, FP-rhodamine activity probe, fluorescence polarization; inhibition, % at 3.39 µM; 340,000 compounds, 1.2% hits; AID 492953;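 active means inhibition above the mean of all tested compounds plus 3 SD, cut at about 24% in these data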;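 further: 0% = enzyme with DMSO and 100% = wells lacking PAFAH1B2; many of its hits are not listed in these tables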
LYPLA1 counter: counter-screen for PME1 inhibitors: inhibitors of human LYPLA1; AID 2174; 320,000 compounds, 0.16% hits; recombinant LYPLA1, FP-Rh probe fluorescence polarization; inhibition, % at 5.9 µM; O75608;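 active means inhibition above the mean of all tested compounds plus 3 SD, set per campaign, cut at about 14% in these data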;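 further: inhibitors block serine hydrolase probe labeling of LYPLA1 so polarization falls; 0% = enzyme with DMSO and 100% = wells lacking LYPLA1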
pPAFAH FP inh: pPAFAH (human) enzyme inhibition | Q13093 | recombinant pPAFAH, FP-rhodamine probe fluorescence polarization | inhibition, % at 3.39 µM | 330,000 compounds, 1.5% hits;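 active means inhibition above the mean inhibition across the screen plus 3 SD, cut at about 25% in these data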;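 further: inhibitors block binding of the rhodamine activity-based probe so polarization drops; 0% = enzyme with DMSO and 100% = wells lacking pPAFAH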
GSTO1 counter: counter-screen for RBBP9 inhibitors: inhibitors of human GSTO1 | 300,000 compounds, 1.1% hits | recombinant GSTO1, activity-based probe fluorescence polarization | P78417 | inhibition, % at 5.96 µM;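 active means inhibition above the campaign mean inhibition plus 3 SD, cut at about 35% in these data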;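 further: 0% = GSTO1-1 with DMSO and 100% = wells lacking GSTO1-1 enzyme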
PAFAH1B3 inh: inhibitors of human PAFAH1B3; 340,000 compounds, 0.28% hits; recombinant PAFAH1B3, FP-rhodamine probe, fluorescence polarization; inhibition, % at 3.39 µM; AID 492972; Q15102;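 active means inhibition above the screen-wide average of all tested compounds plus 3 SD, cut at about 25% in these data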;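 further: 0% = enzyme with DMSO only and 100% = wells lacking PAFAH1B3 protein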
PME-1 inh: blocks human protein phosphatase methylesterase 1; Q9Y570; recombinant PME-1, FP-Rh probe fluorescence polarization; inhibition, % at 5.9 µM; 320,000 compounds, 0.53% hits; AID 2130;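 active means inhibition above the campaign mean of all compounds plus 3 SD, cut at about 26% in these data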;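 further: competitive labeling of PME-1 active site by serine hydrolase directed probe; 0% = PME-1 with DMSO and 100% = wells lacking PME-1 enzyme; inhibitors block probe labeling so polarization falls and inhibition rises; many of its hits are not listed in these tables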
PAD4 inh: inhibitors of human PAD4 | recombinant PAD4, RCA probe fluorescence polarization | inhibition, % at 6.36 µM | 330,000 compounds, 0.41% hits | AID 485272;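 active means percent inhibition above a cutoff equal to the mean of all tested compounds plus 3 SD, cut at about 15% in these data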;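 further: 0% = PAD4 with RCA probe and DMSO and 100% = probe without PAD4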
Target sequence (Q9UM07 whole entry, looked up): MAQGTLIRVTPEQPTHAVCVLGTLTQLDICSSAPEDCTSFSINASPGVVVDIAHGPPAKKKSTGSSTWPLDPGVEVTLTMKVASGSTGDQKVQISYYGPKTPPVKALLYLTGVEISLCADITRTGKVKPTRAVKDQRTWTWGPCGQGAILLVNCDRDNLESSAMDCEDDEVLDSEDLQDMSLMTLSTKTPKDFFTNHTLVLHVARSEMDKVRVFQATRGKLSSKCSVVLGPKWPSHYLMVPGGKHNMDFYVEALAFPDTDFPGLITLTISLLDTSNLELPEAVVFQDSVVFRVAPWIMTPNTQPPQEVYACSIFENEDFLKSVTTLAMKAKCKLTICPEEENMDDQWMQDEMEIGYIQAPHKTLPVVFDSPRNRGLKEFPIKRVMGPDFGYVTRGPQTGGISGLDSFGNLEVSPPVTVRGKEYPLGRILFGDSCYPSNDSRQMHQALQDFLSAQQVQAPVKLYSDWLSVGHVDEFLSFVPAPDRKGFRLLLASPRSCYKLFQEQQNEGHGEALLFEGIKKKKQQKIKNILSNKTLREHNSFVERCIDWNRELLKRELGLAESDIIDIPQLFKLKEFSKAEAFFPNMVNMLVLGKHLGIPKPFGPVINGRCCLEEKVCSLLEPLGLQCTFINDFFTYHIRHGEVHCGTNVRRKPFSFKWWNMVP
LYPLA2 counter: counter-screen for PME1 inhibitors: inhibitors of human LYPLA2 | O95372 | recombinant LYPLA2, FP-Rh probe fluorescence polarization | inhibition, % at 5.9 µM | 320,000 compounds, 0.38% hits;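 active means inhibition above the screen-wide mean plus 3 SD, limit set per campaign, cut at about 26% in these data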;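 further: 0% = LYPLA2 with DMSO and 100% = wells lacking LYPLA2 enzyme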
Target sequence (O95372 whole entry, looked up): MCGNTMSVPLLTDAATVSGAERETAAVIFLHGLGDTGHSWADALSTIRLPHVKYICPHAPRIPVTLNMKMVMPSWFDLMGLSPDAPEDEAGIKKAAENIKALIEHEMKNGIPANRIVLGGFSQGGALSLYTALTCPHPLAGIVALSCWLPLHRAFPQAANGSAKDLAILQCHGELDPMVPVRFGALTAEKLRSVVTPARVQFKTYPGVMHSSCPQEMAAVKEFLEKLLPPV
* = called active by the depositor; · = not tested or not shown; & = joins results of further samples. The list is partial (hit frequency here may not be typical).

SMILES	PAFAH2 FP inh	PAFAH1B2 FP inh	LYPLA1 counter	pPAFAH FP inh	GSTO1 counter	PAFAH1B3 inh	PME-1 inh	PAD4 inh	LYPLA2 counter
COc1ccccc1Nc1nc2c(C)cccc2cc1C#N	-12.4	-1.6	-3.4	1.5	0.3	4.9	-0.6	2.9	3.2
Cc1ccc(Cl)cc1NC(=O)c1cc(S(=O)(=O)N2CCOCC2)cn1C	2.1	2.6	-0.1	-1.3	2.7	1.7	-0.9	-0.1	-2.3
C/C(=N\NC(=O)CC(C)C)c1ccc(N2CCCCC2)cc1	-1.9	4.0	1.2	6.2	5.0	6.9	2.2	0.8	11.4
CCCCOc1ccc(-c2nnc(-c3cc[n+](C)cc3)o2)cc1	-8.1	5.4	-0.7	2.3	2.9	1.2	2.2	4.2	-1.3
COc1ccc(/C(C)=N/NC(=O)OC(C)(C)C)cc1[N+](=O)[O-]	-3.2	9.1	3.4	6.0	-2.5	-5.4	2.0	0.5	1.1
Cc1nn(Cc2ccccc2)c(C)c1CNC(=O)c1ccc(F)c(S(=O)(=O)N2CCOCC2)c1	-5.0	3.6	12.9	1.1	·	3.9	10.2	27.9*	29.7*
Cc1sc2ncnc(-n3cnc4ccccc43)c2c1C	8.2	0.0	1.3	1.1	1.5	2.0	-7.0	-3.5	1.0
CC(=O)C1C(c2ccc(OC(F)F)cc2)NC(=O)NC1(O)C(F)(F)F (stereo not given)	-2.5	2.9	1.8	-5.7	0.1	2.1	-4.3	-0.4	-4.6
Cc1cc2c3c(c1C)C1(C(=O)N3C(C)(C)CC2C)C(C#N)=C(N)Oc2cc(O)ccc21 (stereo not given)	8.5	-2.8	-1.9	1.4	-1.3	9.0	-5.0	-0.3	-0.3
C#CCNC(=O)C1=C[C@H](C)[C@@H](CCCO)[C@H](OCC)O1	4.0	7.3	-0.6	6.2	1.9	-1.6	-3.6	2.2	5.7
COc1ccccc1CCNC(=O)C1CCC(=O)N(Cc2ccccc2OC)C1 (stereo not given)	5.2	0.7	3.3	0.9	2.0	-4.2	8.3	-4.3	-0.3
COc1ccc2c(c1OC)C(=O)N(c1cccc(C(F)(F)F)c1)C2	4.6	1.3	-1.4	3.7	-3.9	1.8	-2.1	-1.5	0.6
O=S(=O)(c1ccc(Cl)cc1Br)N1CCCCC1	-1.1	-0.1	-3.3	4.9	5.9	-1.4	5.0	5.2	1.5
C=CCC(CC=C)(NC(=O)c1ccccc1C)c1ccccc1	6.2	24.5*	-4.5	-4.1	12.1	3.8	1.1	16.6*	-5.7
Cc1cnnc2ccc3c(no[n+]3[O-])c12	0.4	9.5	0.2	10.0	4.2	10.9	-3.0	0.7	9.2
COc1cc(/C=C/C(=O)OCC(=O)Nc2ccc(C)c(S(=O)(=O)N3CCCCC3)c2)ccc1O	66.6*	2.4	-6.5	10.8	-6.4	5.2	11.6	-3.5	-8.8
CN(CC(=O)Nc1ccccc1Br)C(=O)CNC(=O)c1ccc2c(c1)OCO2	-5.3	2.1	-2.6	0.5	6.3	0.9	0.3	-2.1	-0.8
O=C(O)Cc1ccc(C(=O)c2cccs2)s1	7.3	2.3	1.3	0.7	11.0	0.5	-3.4	3.1	-0.5
COc1ccc(-c2nn3c(-c4ccccc4)nnc3s2)cc1OC	9.1	-2.1	-6.8	3.1	-9.5	1.7	-1.1	3.4	-0.6
Cc1ccccc1NC(=O)c1ccccc1-c1ccccc1	6.2	3.0	-1.5	-2.4	7.3	9.6	-0.7	1.5	2.4
O=P(O)(CCc1ccccc1)CN1CCCCC1	-13.0	2.3	0.7	1.3	4.0	2.8	3.3	-3.7	0.9
Cc1cc(C)cc(C(=O)NC2C(=O)N3C(C(=O)O)=C(CSc4nnc(C)s4)CSC23)c1 (stereo not given)	7.7	-0.3	2.4	3.9	11.4	4.2	-2.3	-1.5	1.2
Cc1ccc(NC(=S)N(CCCN2CCOCC2)Cc2ccco2)cc1C	5.4	4.6	2.1	-1.9	-0.5	4.8	3.9	-2.6	-3.7
CN1CCN(C(c2cccc(Cl)c2)c2ccccc2Cl)CC1 (stereo not given)	0.0	3.1	0.6	2.3	3.3	-4.0	2.1	-2.2	0.4
O=c1[nH]nc(-c2ccc(NCCO)c([N+](=O)[O-])c2)c2ccccc12	2.8	4.4	2.7	3.3	-15.6	6.5	-1.8	2.7	-1.4
COC(=O)C(=O)C/C(=N/Nc1ncnc2ccccc12)c1ccc(Cl)cc1	14.7	2.7	3.1	5.1	3.8	12.2	17.6	1.6	-4.4
O=S(=O)([N-]c1nc2ccccc2nc1-n1cc[n+](Cc2ccccc2)c1)c1ccc(Cl)cc1	·	·	0.4	-2.5	-2.2	·	3.4	1.5	-1.4
CCN(C(=O)Cn1cc(C(C)=O)c2ccccc21)c1ccccc1	-1.3	4.1	1.6	1.1	-0.6	5.0	3.4	-5.6	-0.5
Cc1nc2ccccc2c2c1CC(C(C)(Cl)Br)O2 (stereo not given)	2.2	2.9	0.7	4.9	9.5	4.0	-2.0	-1.1	-0.2
CCOC(=O)c1c(NC(=O)CSc2nc3c(c(=O)n(C)c(=O)n3C)n2C(C)C)sc(C)c1C	-10.6	1.3	-6.4	-7.8	4.0	0.3	-0.6	3.6	-8.7
Cc1cccc(OCC(=O)Nc2ccccc2N2CCCC2)c1C	-1.1	0.2	-0.5	6.0	-4.4	3.3	5.8	-5.1	-0.1
Cc1nnc(SCC(=O)Nc2nccs2)n(N)c1=O	-2.5	3.3	-3.2	-13.3	10.8	5.2	-2.4	2.8	-6.2
O=c1c2c(n3cnnc3n1-c1ccccc1)-c1ccccc1CC21CCCC1	5.1	9.3	1.9	4.6	0.5	1.8	-3.2	-3.2	0.9
Nc1ccc(-c2cc(-c3cccc(N)c3)nc(-c3ccccc3)n2)cc1	-1.5	0.6	-9.5	5.9	-4.3	5.2	15.6	-5.0	-5.0
O=C(Cc1ccccc1)NC(=S)Nc1ccc(OC(F)F)cc1	9.0	0.0	-0.4	6.1	0.8	2.3	1.4	0.9	-1.1
Cc1ccsc1C(=O)Nc1nc2ccccc2[nH]1	-3.7	-2.0	1.3	0.8	1.0	-3.8	3.4	-1.5	-4.9
Cc1ccc(S(=O)(=O)N2CCC(CN3C(=O)c4cccc5cccc(c45)C3=O)CC2)cc1	-4.0	-5.4	-7.3	3.9	-2.5	2.7	-1.5	0.4	-9.5
Cc1ccc(C(=O)Cn2nnc3ccccc32)cc1[N+](=O)[O-]	-2.1	8.6	-2.2	-5.1	7.1	4.0	3.0	-1.6	8.8
O=C(Cn1nc(-c2ccc(F)cc2)ccc1=O)Nc1ccc2c(c1)OCCO2	2.1	0.0	-2.7	0.0	0.0	4.4	0.1	-0.1	-2.8
COc1ccccc1CCNC(=O)COc1cccc2c1OC(C)(C)C2	-0.7	2.4	0.4	0.5	-2.5	10.9	3.9	-3.1	-5.0
O=[N+]([O-])c1ccc(OCC(O)CNCCNc2nccc(C(F)(F)F)n2)cc1 (stereo not given)	-9.9	2.9	1.3	-3.4	4.0	7.9	-5.6	4.9	9.5
CN1CCN(c2ccccc2NC(=O)COc2ccc(C3CCCCC3)cc2)CC1	8.8	-0.7	1.2	4.7	2.4	-4.0	-4.5	-3.8	-1.0
NC(=O)C1CCN(C(=O)COc2ccc3c4c(c(=O)oc3c2)CCC4)CC1	10.9	8.4	0.6	-2.6	1.9	9.3	-4.3	-1.6	7.6
COc1ccccc1NC(=O)C(C)OC(=O)CN1C(=O)C2CC=CCC2C1=O (stereo not given)	0.0	-0.9	3.0	2.5	14.5	6.8	-1.7	3.8	-1.3
COC(=O)c1sccc1NC(=O)c1c(C)c(-c2cccc(Cl)c2)nc2ccccc12	-0.1	1.5	0.2	3.9	1.7	4.0	-0.9	-1.3	3.9
COCCCNC(c1ccccc1)c1ccncc1 (stereo not given)	1.4	3.0	0.3	-3.0	-5.6	-2.6	-4.1	-0.2	1.1
CC(=O)Nc1ccc2nc(NC(=O)c3ccc([N+](=O)[O-])o3)sc2c1	9.1	3.6	-1.8	-0.1	-8.0	10.5	3.0	-14.2	-2.7
O=C(NC(=S)Nc1ccc(N2CCCCC2)cc1)c1ccco1	0.0	-0.1	2.2	11.6	2.1	-2.0	6.8	-5.4	5.6
N#CC(c1ccc(O)cc1)c1ncc(C(F)(F)F)cc1Cl (stereo not given)	-1.2	6.3	-2.5	0.1	-0.8	6.2	-5.0	-4.7	-0.7
COc1ccc(-c2cc3ncc(C(C)=O)c(C)n3n2)cc1	0.4	1.1	-3.0	6.8	4.3	15.4	-0.3	2.1	1.0
O=C(c1ccc2c(c1)CCN2S(=O)(=O)c1ccccc1)N1CCN(c2ccccc2F)CC1	1.4	3.7	-2.2	1.9	-0.4	-1.2	-0.5	-0.5	-2.5
COc1ccc(NC(=O)C2CCN(S(=O)(=O)c3cccnc3)CC2)cc1Cl	5.8	-0.2	0.7	1.8	1.8	12.3	3.2	1.3	4.2
C=CCn1c(SCC(=O)/C(C#N)=C(\C)N)nc2sc(CC)cc2c1=O	7.6&-2.1	4.3&3.1	-1.1	-1.7	6.0	0.2&0.8	6.0	0.5	-3.2
CCCCc1cc(=O)oc2cc(C)cc(OCC(=O)Nc3cccnc3)c12	2.0	0.2	-5.9	5.5	1.2	3.1	-8.9	-4.4	-7.5
O=C(CSc1nnc(-c2ccncc2)s1)Nc1ccccc1	6.8	7.4	0.8	3.2	4.2	10.0	-2.1	2.6	-1.4
C=CCNC(=O)CSc1ncc2c(n1)-c1c(csc1SC)CC2	·	·	1.5	5.6	6.2	·	-3.3	-1.2	2.2
Cc1ccc2c(=O)oc(N(C)C)nc2c1	33.0*	1.4	0.5	3.5	9.8	14.3	9.2	0.3	-2.8
COC(=O)C1NN=C(C(=O)c2ccccc2)C1c1ccccc1 (stereo not given)	5.5	-1.3	0.5	5.6	2.6	-11.2	-3.8	-2.9	-0.4
CCn1nnc(-c2ccccc2NS(=O)(=O)c2ccc(S(=O)(=O)N(C)C3CCCCC3)cc2)n1	-7.6	8.7	-4.1	-0.3	1.4	-1.7	-6.4	-1.1	-1.8
O=C(COc1ccccc1Cl)Nc1ccc(C(=O)N2CCCCC2)cc1	-2.7	-1.1	2.9	3.9	0.7	8.1	0.4	3.6	3.8
Further records.
SMILES	PAFAH2 FP inh	PAFAH1B2 FP inh	LYPLA1 counter	pPAFAH FP inh	GSTO1 counter	PAFAH1B3 inh	PME-1 inh	PAD4 inh	LYPLA2 counter
CCN1C(=O)c2cccc3c(Cl)ccc(c23)C1=O	2.4	-1.4	-1.4	6.0	-4.1	2.2	-3.1	-2.2	0.2
CC(=O)Nc1cccc([N+](=O)[O-])c1	-3.6	2.5	2.5	-6.8	5.9	8.3	6.8	0.3	5.9
C=CCC1NS(=O)(=O)OC(CCc2ccccc2)C1O (stereo not given)	-6.0	0.4	-2.3	-8.1	2.8	6.7	-6.2	4.7	-7.1
CCOc1ccc(NC(=O)c2cccnc2C(=O)O)cc1	1.2	-2.0	3.0	0.7	2.1	6.1	-3.1	-2.8	2.9
COc1ccc2oc(C(=O)OCC(=O)Nc3ccc(N4CCOCC4)cc3)c(C)c2c1	5.0	4.3	1.6	6.1	-2.4	3.1	-0.7	-3.7	2.5

Source: PubChem (The Scripps Research Institute Molecular Screening Center)
